M1 PAM: potentiates human M1 receptor response to acetylcholine; P11229; CHO-K1 hM1, Fluo-8 calcium fluorescence, ACh EC20; 0% = ACh EC20, 100% = maximal ACh; activation, % at 3 µM; 360,000 tested, 0.088% active; in the data active = activation above about 19%, passing the limit was not always enough
CHRM1 agonist: activates human CHRM1 receptor; P11229; CHO-K1 hM1, Fluo-8 calcium fluorescence, agonist mode; 0% DMSO, 100% acetylcholine EC100; activation, % at 3 µM; 360,000 tested, 0.33% active; AID 588814;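 active = activation above the run's mean compound activation plus 3 SD, cut at about 16% in these data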;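 note: peak over basal fluorescence ratio within a 140 s kinetic read after compound addition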
V1aR counter: V1a receptor agonism, counter-screen for OXTR agonists; CHO-V1R cells, Fluo-8 calcium fluorescence, agonist mode; 0% DMSO, 100% 3 nM vasopressin; activation, % at 3 µM; 320,000 tested, 0.25% active; AID 2797;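 active = activation above the mean activation of all tested compounds plus 3 SD, per screening run, cut at about 20% in these data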;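 note: signal is peak over basal fluorescence ratio across a 100 second FLIPR read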
Target sequence (P37288 whole entry, looked up): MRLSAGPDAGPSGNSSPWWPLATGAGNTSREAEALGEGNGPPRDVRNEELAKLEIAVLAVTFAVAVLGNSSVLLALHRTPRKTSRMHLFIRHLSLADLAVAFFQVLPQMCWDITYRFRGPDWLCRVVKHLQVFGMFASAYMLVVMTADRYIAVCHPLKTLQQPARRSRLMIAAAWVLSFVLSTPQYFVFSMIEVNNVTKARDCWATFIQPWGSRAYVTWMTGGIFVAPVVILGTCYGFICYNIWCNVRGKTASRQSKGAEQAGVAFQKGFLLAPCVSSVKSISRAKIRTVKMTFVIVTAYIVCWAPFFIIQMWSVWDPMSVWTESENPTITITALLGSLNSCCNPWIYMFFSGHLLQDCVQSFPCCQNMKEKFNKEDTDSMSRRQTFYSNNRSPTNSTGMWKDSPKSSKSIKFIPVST
TAAR1 antag: human TAAR1 antagonism; Q96RJ0; CHO RD-HGA16 TAAR1, Fluo-8 calcium fluorescence, antagonist; inhibition, % at 3 µM; 360,000 tested, 1.5% active; AID 624466;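 active = inhibition above a per-plate cutoff, the mean inhibition of test compounds on that plate plus 3 SD, cut at about 49% in these data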;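 note: 0% = DMSO plus EC80 beta-PEA response and 100% = DMSO alone without agonist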
Target sequence (Q96RJ0 whole entry, looked up): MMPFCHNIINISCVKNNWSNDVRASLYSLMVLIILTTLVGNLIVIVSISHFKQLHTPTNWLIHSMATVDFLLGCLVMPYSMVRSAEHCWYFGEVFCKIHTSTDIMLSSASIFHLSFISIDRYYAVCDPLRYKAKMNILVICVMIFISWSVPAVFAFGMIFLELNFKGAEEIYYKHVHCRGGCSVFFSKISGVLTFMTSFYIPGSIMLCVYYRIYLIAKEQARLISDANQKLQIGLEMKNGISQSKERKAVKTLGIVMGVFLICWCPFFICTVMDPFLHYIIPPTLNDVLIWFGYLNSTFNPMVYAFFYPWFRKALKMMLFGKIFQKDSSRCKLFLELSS
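Test system – hTAAR1-expressing CHO RD-HGA16 cells, Gα16-coupled · Also added – β-PEA at EC80 concentration, post-compound challenge · Compound – 3 µM, single point · Incubation – dye loading 75 min at 37 °C, then 30 min room temperature · Measured by – Fluo-8 intracellular calcium dye fluorescence, real-time kinetic reads · Benchmarks – vehicle and agonist controls · Replicates – singlicate, one well per test compound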
OXTR agonist: agonists of human oxytocin receptor; activation, % at 3 µM; P30559; CHO-OTR cells, Fluo-8 calcium fluorescence; normalized: DMSO 0%, oxytocin 100%; 320,000 tested, 0.32% active;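 active = activation above the mean of all tested compounds plus 3 SD, cutoff set per screening run, cut at about 20% in these data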;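 note: peak over basal fluorescence ratio from a 100 s FLIPR kinetic read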
TAAR1 ag: human TAAR1 agonism; Q96RJ0; CHO RD-HGA16 TAAR1, Fluo-8 calcium fluorescence; vehicle wells 0%, saturating PEA agonist 100%; activation, % at 3 µM; 360,000 tested, 0.99% active;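 active = activation above the mean activation of all test compounds in the run plus 3 SD, cut at about 38% in these data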
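Test system: RD-HGA16 (CHO) cells co-expressing Gα16 and hTAAR1 / Benchmarks: DMSO vehicle as 0%, PEA at EC100 as 100% / Repeats: no replicates (n 1) / Measure: % activation from peak over basal fluorescence ratio, DMSO-to-PEA scaled / Timing: 17-24 h plating, Fluo-8 75 min 37 °C, 30 min RT / Technique: kinetic Fluo-8 calcium fluorescence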
CHRM1 antagonist: human CHRM1 antagonism; inhibition, % at 3 µM; CHO-K1 hM1, Fluo-8 calcium fluorescence, ACh EC80 antagonist; 360,000 tested, 1.3% active;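 active = percent inhibition above its own plate's cutoff, namely the mean of that plate's compound wells plus 3 SD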;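 note: peak over basal fluorescence ratio during 140 s after agonist addition; 0% = ACh EC80 plus DMSO and 100% = DMSO alone without agonist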
OXTR potentiator: potentiates the human oxytocin receptor response; P30559; CHO-OTR cells, Fluo-8 calcium fluorescence, potentiator mode; 0% = oxytocin EC15, 100% = EC100; 320,000 tested, 0.061% active; activation, % at 3 µM; AID 2445;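 active = activation above that plate's cutoff, the mean activation of tested compounds plus 3 SD, cut at about 6.6% in these data, passing the limit was not always enough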;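 note: 100% uses oxytocin at 75 nM as the full agonist control; some results filed as inactive read as strong as hits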
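test system = CHO-OTR cells, human receptor | compound = single-point 3.0 µM | schedule = 6 min compound pre-incubation at room temperature, 100 s kinetic read | signal = Fluo-8 no-wash calcium dye fluorescence, excitation 470-495 nm, emission 515-575 nm | repeats = single well per compound, singlicate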
CHO parental Ca: signal in parental CHO cells, OX1R antagonist counter-screen | AID 463079 | 330,000 tested, 0.63% active | parental CHO-K1, ATP-induced calcium, Fluo-8 fluorescence | inhibition, % at 5.6 µM;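 active = inhibition above that plate's mean sample inhibition plus 3 SD, cut at about 26% in these data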;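 note: 0% = ATP-challenged DMSO wells and 100% = DMSO wells without ATP; some compounds past the cut are filed as inactive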
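Assay system: parental CHO cells; Read-out basis: percent inhibition of ATP-evoked calcium rise, normalized to controls; Benchmarks: ATP and no-ATP DMSO wells; Compound dosing: single nominal dose of 5.6 µM per compound; Signal: Fluo-8 calcium dye fluorescence; Also added: ATP as calcium-mobilizing challenge; Repeats: singlicate.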
The depositor's hits bear a star; . = not tested or not shown. The order is random; 3.7% or so of the library scored in one or more.

SMILES | M1 PAM | CHRM1 agonist | V1aR counter | TAAR1 antag | OXTR agonist | TAAR1 ag | CHRM1 antagonist | OXTR potentiator | CHO parental Ca
COC(=O)c1ccc(NCC(=O)Nc2cc(C)cc(C)c2)cc1 | 9 | 1 | 1.6 | -1 | 0.3 | 0 | -14 | -6 | -11
C=C(C)Cn1c(C)cc(C)c(S(=O)(=O)c2cccc(C)c2)c1=O | -12 | -6 | -1.5 | -1 | -2.0 | 9 | 16 | -5 | -19
CCOC(=O)c1c(NC(=O)c2ccn(CC)n2)sc2c1CCCC2 | -10 | -5 | 0.1 | 4 | -0.1 | 10 | 19 | -6 | -11
O=C(Nc1ccc(S(=O)(=O)N2CCOCC2)cc1)C1CCN(S(=O)(=O)c2ccc(Cl)cc2)CC1 | -12 | -4 | . | 9 | . | 5 | 20 | . | .
COC(=O)c1c(NC(=O)Cc2ccccc2)sc2c1CCN(C(C)C)C2 | 9 | -10 | 0.7 | -2 | 1.4 | 6 | -14 | -5 | -14
O=c1oc2cc(OCc3ccc([N+](=O)[O-])cc3)ccc2c2c1CCCC2 | 2 | -2 | 2.4 | -1 | 2.4 | 9 | -2 | -3 | -11
COc1ccccc1/C=C/C(=O)Nc1ccc(S(=O)(=O)Nc2cc(C)on2)cc1 | 11 | 0 | 0.7 | -27 | 1.1 | 1 | -6 | 3 | -26
N=c1c2c3c(sc2nc2n1CCC2)CCCC3 | 7 | -5 | 0.0 | 8 | -0.2 | 4 | -9 | 1 | 2
COc1nc(=O)n(C2CCCO2)cc1C (stereo not drawn) | 10 | 1 | . | -13 | . | 1 | -2 | . | .
O=C(NN=C1CCCCCCCCCCC1)c1cccnc1 | 8 | -2 | 0.6 | -1 | -0.1 | 11 | -15 | 2 | -7
CCOC(=O)C1CCN(C(=O)c2ccccc2NS(=O)(=O)c2ccc(C)cc2)CC1 | 18 | 4 | . | -18 | . | 3 | -12 | . | .
CCCN(CCC)c1nc(Cl)nc(NCc2ccco2)n1 | 0 | -4 | 1.4 | -9 | -0.7 | 18 | -7 | -18 | -22
Cn1c(N2CCN(S(=O)(=O)c3ccc(Cl)cc3)CC2)nc2ccccc21 | -6 | -4 | 3.2 | 42 | 0.9 | 7 | 5 | -8 | 5
COc1ccc(COCC(O)CN2CCN(S(=O)(=O)c3c(F)cccc3F)CC2)cc1OC (stereo not drawn) | 4 | -4 | . | -4 | . | 15 | -5 | . | .
COc1ccc(CCn2nnnc2C(C(C)C)N2CCC(C(N)=O)CC2)cc1OC (stereo not drawn) | 4 | -5 | 0.7 | -3 | 0.1 | 1 | -12 | 0 | -2
CCN(CC)C(=O)Cc1c(OC)ccc2cc(Br)ccc12 | 3 | -6 | -1.5 | 4 | -3.0 | -2 | 0 | -6 | -17
CC(=O)Oc1ccc(N(C(C)=O)S(=O)(=O)c2ccc3ccccc3c2)cc1 | -3 | -3 | 3.4 | 3 | 2.9 | 1 | 4 | -18 | -5
CC(C)C(OC(=O)c1ccccc1)c1nccc2ccccc12 (stereo not drawn) | 9 | -4 | -1.7 | -4 | -1.8 | 10 | -2 | -6 | -32
O=C(C1CC1c1ccccc1)N1CCOCC1 (stereo not drawn) | 3 | -2 | 0.7 | 3 | 0.7 | 17 | 9 | 1 | -16
COc1cc2nc(C3CC3)n(NC(=O)c3ccc(F)cc3)c(=O)c2cc1OC | 6 | -5 | -0.2 | 10 | 0.4 | 0 | -11 | -6 | -1
Cc1ccc(NCC(=O)N/N=C/c2cc(O)ccc2[N+](=O)[O-])cc1 | -2 | -7 | -0.2 | -22 | -0.3 | 8 | 5 | -16 | -2
COc1ccc(CCn2c(-c3cc([N+](=O)[O-])cc([N+](=O)[O-])c3)nc3nc4ccccc4nc32)cc1OC | -1 | -6 | -0.7 | 7 | 1.4 | -1 | 5 | 12* | -2
COc1ccc(N(CC(=O)NCCSC(C)(C)C)S(C)(=O)=O)c(OC)c1 | 6 | 2 | -0.7 | 2 | -0.5 | 4 | -9 | 2 | -8
Cc1ccc(C(=O)NCC(=O)NCc2cc(=O)n(C)c(=O)n2C)cc1C | 3 | 0 | 0.2 | -12 | 0.0 | 2 | 4 | 3 | -4
Cc1ccc2c(c1)c1c(n2C)C(C(N)=O)CCC1 (stereo not drawn) | 10 | -6 | -0.4 | 9 | -0.4 | 5 | -7 | -14 | -3

Single records, from the list above. Values in the order: M1 PAM, CHRM1 agonist, V1aR counter, TAAR1 antag, OXTR agonist, TAAR1 ag, CHRM1 antagonist, OXTR potentiator, CHO parental Ca
CC(C)C(OC(=O)c1ccccc1)c1nccc2ccccc12 (stereo not drawn) is listed as 9, -4, -1.7, -4, -1.8, 10, -2, -6, -32
COc1ccc(CCn2c(-c3cc([N+](=O)[O-])cc([N+](=O)[O-])c3)nc3nc4ccccc4nc32)cc1OC is listed as -1, -6, -0.7, 7, 1.4, -1, 5, 12*, -2

Some of these compounds in order of the OXTR potentiator value, smallest number first.
SMILES | OXTR potentiator
Cn1c(N2CCN(S(=O)(=O)c3ccc(Cl)cc3)CC2)nc2ccccc21 | -8
O=C(C1CC1c1ccccc1)N1CCOCC1 (stereo not drawn) | 1
COc1ccc(CCn2c(-c3cc([N+](=O)[O-])cc([N+](=O)[O-])c3)nc3nc4ccccc4nc32)cc1OC | 12*

The listing continues:
SMILES | M1 PAM | CHRM1 agonist | V1aR counter | TAAR1 antag | OXTR agonist | TAAR1 ag | CHRM1 antagonist | OXTR potentiator | CHO parental Ca
O=c1[nH]c2ccccc2nc1Cc1ccc([N+](=O)[O-])cc1 | 9 | -2 | 1.9 | -5 | 4.4 | -2 | -11 | -6 | -14
Cc1ccc2c(c1)NC(=O)C(CC(=O)NCCCN1CCN(c3cc(C)ccc3C)CC1)O2 (stereo not drawn) | -2 | -9 | 0.3 | 2 | 1.8 | 7 | -4 | -11 | -8
Cc1[nH]c2ccccc2c1C(=O)C(=O)NCc1ccco1 | 13 | -6 | 1.1 | 17 | 0.1 | 1 | -10 | -4 | 4
Cc1ccc(S(=O)(=O)c2cc3c(=O)n4cccc(C)c4nc3n(CCc3ccccc3)c2=N)cc1C | 2 | -2 | . | -17 | . | 1 | -1 | . | .
CC1CC1C(=O)Nc1nc(-c2ccccc2)cs1 (stereo not drawn) | 0 | -4 | -0.1 | 13 | -1.8 | 4 | 1 | -14 | -23
CC(=O)Nc1ccc(N2CCCC2)cc1 | 1 | -6 | 0.3 | -19 | 0.3 | 2 | 1 | -8 | 5
O=C(Cn1nnc(-c2ccc(F)cc2)n1)NC(=O)NC1CCCCC1 | 7 | -4 | . | -26 | . | 11 | -14 | . | .
CN(C(=O)Cc1csc(-c2ccccc2)n1)c1c(N)n(Cc2ccccc2)c(=O)[nH]c1=O | 4 | -2 | -1.1 | -14 | -0.4 | 4 | 0 | -12 | 6
O=C(NCCN1CCOCC1)c1cc(Sc2ccc(F)cc2F)nc2ccccc12 | 2 | -2 | 1.0 | -21 | -0.1 | 2 | 5 | -4 | -21
Cc1nn(C)cc1/C=N/NC(=S)Nc1ccccc1 | -3 | -4 | -0.8 | 3 | -0.5 | 5 | 5 | -2 | -3
O=C(O)c1cc2cc(S(=O)(=O)O)ccc2cc1O | 5 | -2 | . | -20 | . | 1 | -6 | . | .
Cc1ccc2oc(-c3cccc(NC(=O)c4ccc(Br)o4)c3)nc2c1 | -2 | -4 | 0.4 | 33 | 0.4 | 7 | 3 | -19 | 1
C[C@H](CO)N1C[C@H](C)[C@@H](CN(C)C(=O)Nc2ccnc(N3CCOCC3)c2)OCc2cnnn2CCCC1=O | -2 | -9 | . | 3 | . | 2 | -9 | . | .
O=C1C(=O)N(Cc2cccnc2)C(c2cccc([N+](=O)[O-])c2)/C1=C(\O)c1ccc2c(c1)OCCO2 (stereo not drawn) | 4 | -3 | 0.1 | -27 | 0.0 | 11 | -8 | -9 | 1
O=C(Cn1sc2ccccc2c1=O)Nc1ccc(Br)cc1 | -2 | 1 | . | 24 | . | 39* | 6 | . | .
O=c1[nH]c(SCCOc2ccccc2)nc2ccccc12 | -5 | -6 | -1.7 | 17 | -1.4 | 0 | -2 | -6 | -17
Fc1ccc(CSc2ccc(-c3ccc4c(c3)OCO4)nn2)cc1 | 0 | -4 | 1.0 | -13 | 0.6 | -2 | 0 | -5 | -1
Cc1cccc(NC(=O)COC(=O)c2cc(C)oc2C)c1 | -3 | -8 | -0.1 | 4 | 0.5 | 6 | 2 | -13 | -13
Cc1cccc(N2CCN(C(=O)CSc3ccc4c(c3)OCCO4)CC2)c1C | 5 | -3 | 1.5 | 1 | 0.0 | 0 | -3 | -12 | -24
CCOC(=O)C1=C(c2ccccc2)NC(=O)N(C(C)=O)C1c1cccc([N+](=O)[O-])c1 (stereo not drawn) | 8 | -11 | -0.7 | -1 | -1.1 | -2 | -7 | -3 | -22
COc1cc(S(=O)(=O)Nc2ncn[nH]2)ccc1Cl | 4 | -4 | 0.8 | 4 | -0.3 | -1 | -6 | -13 | 9
COc1ccc(-n2c3c(cc(C(=O)Nc4cccc(C)n4)c2=O)C(=O)CC(C)(C)C3)cc1 | 5 | -3 | 0.2 | -10 | 0.0 | 0 | 4 | -1 | 0
Cc1nn(CC(C)C)c2sc(C(=O)NC3CC(C)(C)NC(C)(C)C3)cc12 | 9 | -5 | 0.0 | 4 | 0.0 | -1 | -11 | -5 | -7
Cc1ccc(Cc2cnc(NC(=O)CN3CCOCC3)s2)cc1Cl | 5 | 1 | 9.0 | -18 | 5.8 | 17 | -15 | -10 | -18
Cc1ccc(N(Cc2cc3ccccc3[nH]c2=O)S(C)(=O)=O)cc1 | 7 | -6 | 0.2 | 12 | 0.6 | 3 | 1 | 0 | -27
COc1cccc(C(=O)NN2CC(O)=C(c3nc4ccccc4s3)C2=N)c1 | 14 | -2 | -0.8 | -3 | 2.6 | 0 | -3 | -21 | 2
NC(=O)c1c(NC(=O)c2ccccc2)sc2c1CCN(Cc1ccccc1)C2 | 0 | 3 | 4.1 | 4 | 4.2 | 7 | -5 | -4 | 2
CN1CCN(c2ccc(S(=O)(=O)N3CCCCC3)cc2NC(=O)c2ccc(F)cc2F)CC1 | 13 | -8 | 0.9 | -2 | 1.6 | 2 | -12 | -11 | -10
Cc1ccc2nc(-c3ccccc3)c(CC(=O)O)c(C(=O)O)c2c1 | -6 | -4 | 0.3 | 7 | 2.8 | 2 | 6 | -1 | 1
COc1ccc(NC(=O)[C@@H](NC(=O)c2ccccc2F)C(C)C)cc1S(=O)(=O)N1CCOCC1 | 2 | -7 | 0.2 | -26 | -0.5 | 6 | -3 | 1 | -10

From PubChem BioAssay
